# influenza NS1A: H1N1 influenza NS1A inhibitors, functional cell based assay (AID 504329); 340,000 compounds, 0.3% hits; inhibition, % at 12.5 µM, or IC50 in µM where a hit was titrated; NS1A functional cell-based assay, percent inhibition; higher % means a stronger effect; in the data active = a potency from the dose series; inconclusive = inhibition above about 27% without an active follow-up result; note: strong numbers were not always called active
# PhoP GFP inhibition: PhoP regulon inhibitors, Salmonella typhi PhoP promoter GFP reporter, confirmatory (AID 1850). Salmonella Typhi PhoP-promoter GFP reporter, fluorescence, 4 h; higher % means a stronger effect. inhibition, % at 50 µM, or IC50 in µM where a hit was titrated. 310,000 compounds, 0.33% hits; in the data active = a potency from the dose series; inconclusive = inhibition mostly from about 25% at the one dose, without a potency; inactive = the rest, 99 in 100 with inhibition below about 19%;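 note: 0% = induced wells with vehicle and 100% = uninduced wells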
# H37Rv inhibition: M. tuberculosis growth inhibition, HTS (AID 449762); M. tuberculosis H37Rv growth inhibition, 7H9 media; higher % means a stronger effect; inhibition, % at 25 µM, or IC50 in µM where a hit was titrated; 330,000 compounds, 0.59% hits; in the data active = a potency from the dose series; inconclusive = inhibition above about 70% without an active follow-up result;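 note: bacterial growth assessed after seven days of incubation; strong numbers were not always called active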
# VEEV TC-83 Vero: inhibitors of VEEV TC-83 cytopathic effect, confirmation, Vero cells (AID 588727); 350,000 compounds, 0.13% hits; inhibition, % at 20 µM, or IC50 in µM where a hit was titrated; Vero cells, VEEV TC-83 cytopathic effect inhibition; higher % means a stronger effect; in the data active = a potency from the dose series; inconclusive = inhibition mostly from about 14% at the one dose, without a potency; inactive = the rest, 99 in 100 with inhibition below about 12%; note: strong numbers were not always called active
# tuberculosis growth: growth inhibition of non-replicating M. tuberculosis (AID 488890) | Mycobacterium tuberculosis non-replicating, growth inhibition; higher % means a stronger effect | inhibition, % at 25 µM; hits with a dose series show IC50 in µM | 320,000 compounds, 0.39% hits; in the data active = a potency from the dose series; inconclusive = inhibition mostly from about 82% at the one dose, without a potency; inactive = the rest, 99 in 100 with inhibition below about 76%;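 note: plate controls were DMSO cells for no effect and high antibiotic wells for full effect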
# VEEV TC-83 Vero 10K pilot screen: recorded beside VEEV TC-83 Vero, whose call it bears; inhibition, %; measured here: 10K pilot screen inhibition
# Starred values were filed as active, the others as inactive; i = inactive; ? = inconclusive; . = not tested or not shown.
SMILES,influenza NS1A,PhoP GFP inhibition,H37Rv inhibition,VEEV TC-83 Vero,tuberculosis growth,others
COC(=O)C1=C(C(=O)OC)[C@@H]2Nc3ccccc3[C@@]23C[C@@H](C(=O)OC)N(C(=O)c2cccs2)C3=N1,6%,1%,-5%,i,-5%,VEEV TC-83 Vero 10K pilot screen=0.1
O=C(NCc1ccccn1)C(=O)NCC(c1ccco1)N1CCOCC1 (stereo not drawn),-12%,6%,3%,0.1%,-5%,
CN(C)S(=O)(=O)c1cc(NC(=O)COC(=O)c2ccc3c(c2)OCO3)ccc1Cl,0%,-12%,-4%,0.3%,0%,
Cc1nc2cc(-c3ccccc3)nn2c(C)c1CCC(=O)NC(C)c1ccc2c(c1)OCCO2 (stereo not drawn),-14%,-7%,-6%,3.0%,.,
O=C(NCc1ccco1)c1cccc(S(=O)(=O)N2CCc3ccccc32)c1,4%,-4%,-2%,1.5%,27%,
N#C/C(=N\Nc1ccc(Cl)cc1)C(=N)N1CCCCCC1,1%,-14%,4%,0.7%,4%,
CN(c1ccccc1)S(=O)(=O)c1ccc(Cl)c(C(=O)NCc2ccccc2CN2CCCC2)c1,2%,.,-6%,1.7%,35%,
Cc1ccccc1NC(=O)C1CCN(c2cc(-c3ccccc3)nc3ncnn23)CC1,-6%,5%,21%,6.0%,5%,
CCOC(=O)c1sc2c(c1C)c(=O)c(C(=O)OCC)cn2CC,0%,-2%,-9%,0.7%,10%,
COc1cc2c(cc1OC)C(C)N(C(=O)c1cc3n(n1)C(C(F)(F)F)CC(c1ccco1)N3)CC2 (stereo not drawn),-1%,-1%,5%,8.9%,2%,
Cc1cccc(C)c1NC(=O)CN1C(=O)C(C)Oc2ccccc21 (stereo not drawn),21%,-4%,7%,0.4%,8%,
Cc1ccccc1N1C(=O)C2ON(c3ccccc3)C(c3ccncc3)C2C1=O (stereo not drawn),13%,8%,-10%,i,-1%,
Cc1cc(C(=O)O)ccc1N=Cc1c(O)ccc2ccccc12,-20%,-2%,0%,0.2%,18%,
Nc1nnc(CCS(=O)(=O)c2cc(Cl)ccc2Cl)s1,-19%,-18%,-3%,1.0%,0%,
CCOc1ccc2nc(NCCNC(=O)Nc3cccc(C)c3)c(C#N)cc2c1,-1%,10%,-5%,6.8%,-4%,
O=C1O/C(=C/c2ccccc2)c2ccccc21,-8%,-9%,4%,7.3%,.,
Cc1c(CCO)c(=O)[nH]n1S(=O)(=O)c1cccc(C(F)(F)F)c1,-5%,-6%,-18%,3.0%,-10%,
COc1cc(OC)c(C(=O)N2CCN(c3ccccn3)CC2)cc1OC,-6%,-7%,1%,i,7%,
O=C(CC(n1cncn1)C(Cl)(Cl)Cl)c1ccc([N+](=O)[O-])cc1 (stereo not drawn),27%,-2%,?,2.7%,?,
CCN(CC)S(=O)(=O)c1ccc2[nH]cc(C(=O)NCCCN3CCCCC3)c(=O)c2c1,23%,10%,-4%,0.5%,-8%,

# 3 entries from above, ordered by molecular weight, low to high:
SMILES,influenza NS1A,PhoP GFP inhibition,H37Rv inhibition,VEEV TC-83 Vero,tuberculosis growth,others
O=C(NCc1ccccn1)C(=O)NCC(c1ccco1)N1CCOCC1 (stereo not drawn),-12%,6%,3%,0.1%,-5%,
O=C(NCc1ccco1)c1cccc(S(=O)(=O)N2CCc3ccccc32)c1,4%,-4%,-2%,1.5%,27%,
CN(c1ccccc1)S(=O)(=O)c1ccc(Cl)c(C(=O)NCc2ccccc2CN2CCCC2)c1,2%,.,-6%,1.7%,35%,

# (list continues)
SMILES,influenza NS1A,PhoP GFP inhibition,H37Rv inhibition,VEEV TC-83 Vero,tuberculosis growth,others
COc1cccc(C(=O)N(c2ccccc2)C2C=CS(=O)(=O)C2)c1 (stereo not drawn),-12%,2%,9%,i,5%,
Cc1ccc(-c2nnc(N3CCOCC3)c3ccccc23)cc1S(=O)(=O)NCc1cccnc1,-8%,9%,9%,7.5%,9%,
O=C(CCc1nc(-c2ccc(Cl)cc2)no1)NCC1CCCO1 (stereo not drawn),2%,11%,5%,i,56%,
OCC1(Cc2cccc(F)c2)CCN(Cc2cccc3nccnc23)CC1,9%,-16%,-3%,0.7%,6%,
CC(=O)c1ccc(NC(=O)/C(=C\c2ccco2)NC(=O)c2ccco2)cc1,2%,6%,-1%,i,-4%,
COc1ccc(N(C(=O)c2cnccn2)C(C(=O)NC2CCCCC2)c2cc(OC)c(OC)c(OC)c2)cc1 (stereo not drawn),2%,7%,2%,0.6%,-1%,
Cc1[nH]nc2c1C1(CCN(C(=O)OCc3ccccc3)CC1)C(C#N)=C(N)O2,8%,6%,-2%,0.9%,-3%,
CC(C)CC(=O)N1CCN(Cc2cccc(Cl)c2)CC1,-1%,3%,-2%,0.6%,2%,
CCN(CC)c1ccc(C(=O)OCC(=O)c2ccco2)cc1,4%,-6%,6%,i,23%,
CNc1cc(CSC)nc(SCc2ccc(Cl)cc2Cl)n1,-11%,-1%,-4%,0.4%,-4%,
CC1N(C(=O)N(C)C)CCN1S(=O)(=O)c1ccccc1 (stereo not drawn),2%,8%,-7%,1.6%,-6%,
CCOC(=O)c1c(NC(=O)CCl)sc(CN(C)C)c1-c1ccccc1,4%,8%,0.92µM*,12%,79%,
OCC1(Cc2ccccc2)CCN(Cc2cnn(-c3ccccc3F)c2)CC1,8%,7%,-7%,0.8%,10%,
O=C1/C(=C/c2ccc(F)c(F)c2)CSc2sccc21,-2%,3%,14%,0.7%,46%,
CCOc1cc2c3c(c1)C(C)CC(C)(C)N3C(=O)C2=O (stereo not drawn),13%,-9%,7%,i,34%,
Cc1noc(C)c1S(=O)(=O)N1CCC(C(=O)N2CCN(c3ccccc3Cl)CC2)CC1,2%,2%,-9%,0.4%,.,
CC(=O)c1ccc(N2CCN(C3CCC(C(C)(C)C)CC3)CC2)cc1 (stereo not drawn),-9%,-5%,11%,0.2%,35%,
Cc1ccc(C)c(-n2c(SCC(=O)N3CCC(C(=O)O)CC3)nnc2-c2cccc(Cl)c2)c1,-10%,3%,-4%,1.9%,3%,
CCN(CC)CCCNc1nc2cc(OC)c(OC)cc2c2nc(-c3ccccc3)nn12,-8%,1%,4.7µM*,6.3%,?,
NC(=O)COc1ccc(NC(=O)OCc2ccccc2)cc1,10%,-4%,0%,i,-18%,VEEV TC-83 Vero 10K pilot screen=0.8
C[C@]12C=CC(=O)C=C1CCC1C2CC[C@@]2(C)C1CCC21OCCO1 (stereo partly drawn),-1%,.,-6%,1.0%,15%,
CCN1C(=O)N[C@@H](c2ccccc2)[C@H](C(C)=O)[C@H]1C,-3%,2%,-5%,i,15%,VEEV TC-83 Vero 10K pilot screen=1.0
COC(=O)c1ccc(COC(=O)C(CCSC)NC(=O)COc2ccccc2)cc1 (stereo not drawn),-6%,-4%,4%,2.0%,-2%,
COc1ccc2c(c1OC)C(=O)OC2Nc1nc(-c2cc3cc(Br)ccc3oc2=O)cs1 (stereo not drawn),-12%,16%,40%,5.4%,38%,
CCn1c(C)nc2cc(C(=O)NNS(=O)(=O)c3ccccc3F)ccc21,-3%,-7%,-1%,0.9%,-2%,
N#Cc1ccc(NCC(=O)N2CCN(S(=O)(=O)c3ccccc3)CC2)cc1,0%,.,-10%,i,-9%,
COCCCNC(=O)CC1C[C@H](C(=O)N2CCCCC2)[C@@]2(C)c3[nH]c4ccccc4c3CCN2C1=O (stereo partly drawn),2%,.,-3%,i,5%,
COc1ccc2nc(SCC(=O)Nc3cc(C)on3)[nH]c2c1,3%,2%,8%,3.6%,8%,
CCCCNC(=O)COC(=O)c1ccccc1F,-7%,0%,-13%,0.5%,63%,
COCCN(C(=O)CSc1nnc(-c2ccco2)n1C)c1c(N)n(CC(C)C)c(=O)[nH]c1=O,3%,.,9%,0.3%,-14%,
O=C1CCN(Cc2ccccc2)CCN1[C@H](COc1ccccc1)c1ccccc1,12%,0%,-4%,i,16%,
CC1(C)CC2(CC(c3ccc(F)cc3)c3ccc(O)cc3O2)NC(=S)N1 (stereo not drawn),21%,1%,4%,5.8%,45%,
O=C(Nc1cnc2ccccc2c1)c1ccco1,6%,-4%,-12%,2.5%,-19%,
CC(C)(C)Nc1nc(Cl)nc(NC(C)(C)C)n1,30%,-1%,3%,0.3%,-8%,
Cc1ccc(-c2nnc(N3CCN(S(C)(=O)=O)CC3)c3ccccc23)cc1,-3%,-1%,-2%,i,-3%,
COc1ccccc1NC(=O)C(=O)NNC(=O)c1ccco1,-3%,-1%,43%,3.0%,?,
Cc1nc2ccccn2c1-c1csc(Nc2cccc(C(=O)O)c2)n1,2%,5%,6%,1.3%,-19%,
CC[C@@H](C)[C@H](NC(=O)Cc1c(C)c2cc3c(C)c(C)oc3c(C)c2oc1=O)C(=O)O,-2%,2%,4%,3.2%,-1%,
Cc1ccc(NC(=O)CSc2nc3nn(-c4ccccc4)c(=O)c-3c3n2CCCCC3)cc1F,2%,.,8%,3.7%,71%,
COc1ccc(NC(=O)CSc2nnc(CNc3ccc(C)cc3)n2C)cc1,-6%,-1%,3%,0.4%,21%,

# 5 entries picked at random from the list so far, as already listed:
SMILES,influenza NS1A,PhoP GFP inhibition,H37Rv inhibition,VEEV TC-83 Vero,tuberculosis growth,others
CC[C@@H](C)[C@H](NC(=O)Cc1c(C)c2cc3c(C)c(C)oc3c(C)c2oc1=O)C(=O)O,-2%,2%,4%,3.2%,-1%,
N#Cc1ccc(NCC(=O)N2CCN(S(=O)(=O)c3ccccc3)CC2)cc1,0%,.,-10%,i,-9%,
CCCCNC(=O)COC(=O)c1ccccc1F,-7%,0%,-13%,0.5%,63%,
C[C@]12C=CC(=O)C=C1CCC1C2CC[C@@]2(C)C1CCC21OCCO1 (stereo partly drawn),-1%,.,-6%,1.0%,15%,
Cc1nc2ccccn2c1-c1csc(Nc2cccc(C(=O)O)c2)n1,2%,5%,6%,1.3%,-19%,

# (list continues)
SMILES,influenza NS1A,PhoP GFP inhibition,H37Rv inhibition,VEEV TC-83 Vero,tuberculosis growth,others
CC(=O)Nc1c2c(nn1-c1ccccc1C)CSC2,-5%,2%,5%,3.2%,5%,
O=C(CSc1nc(-c2ccc(Cl)cc2)[nH]c(=O)n1)Nc1cccc(Cl)c1,.,-10%,12%,0.6%,61%,
COC(=O)C1CCN(C(=O)/C=C/c2ccccc2)CC1,-1%,-5%,-5%,2.0%,70%,
Cc1ccccc1/C=N/Nc1ccnc2cc(Cl)ccc12,-7%,1%,-4%,?,18%,
O=C(Nc1ccccc1C(=O)O)c1ccc(CN2C(=O)c3ccccc3C2=O)cc1,-3%,1%,-6%,0.7%,38%,
CC(=O)N1CCC(N(C(=O)Nc2ccc(C)c(C)c2)C2CCCC2)CC1,5%,-8%,-7%,0.3%,69%,
COCc1cc(=O)[nH]c2cc(NC(=O)C(C)(C)CCl)c(C)cc12,-3%,-1%,-5%,1.3%,-27%,
COc1cccc(CNc2nc3nc4c(c(=O)n3[nH]2)CCC4)c1,2%,-4%,?,0.4%,11%,
Cc1cc(C)c(S(=O)(=O)NC(C)C)c(C)c1-n1cnnn1,-2%,5%,-2%,i,-7%,
COc1ccc(NC(=O)CS(=O)(=O)c2ccc(Br)cc2)cc1,-8%,9%,33%,1.2%,55%,
Fc1ccccc1NC(=S)N1CCCCC1,-8%,1%,-3%,2.2%,-7%,
CCOc1cc(/C=N/N=C2/NC(=O)C(CC(=O)O)S2)ccc1OCc1ccc(Cl)cc1Cl (stereo not drawn),12%,-2%,20%,0.5%,17%,
CC(OC(=O)Cc1ccc(Br)cc1)C(=O)NC1CCCC1 (stereo not drawn),-2%,.,6%,1.6%,57%,
CC(=O)/C(C#N)=C1\NC(=O)C(Cc2ccc(F)cc2)S1 (stereo not drawn),-18%,-12%,9%,9.2%,12%,
CCCCOc1ccc(S(=O)(=O)NC(=O)NCc2ccc(OCCC)cc2)cc1,-6%,-5%,-4%,0.9%,1%,
Cc1cc(=O)oc2c(C)c(OCC(=O)N(C)C)ccc12,2%,-2%,-10%,1.1%,-6%,
CCC(CC)NC(=O)COC(=O)c1cc(SC)ccc1Cl,.,1%,4%,0.4%,28%,
Cc1cc(C(=O)COC(=O)CN(C)S(=O)(=O)c2ccc(Cl)cc2)c(C)n1CC1CCCO1 (stereo not drawn),8%,-2%,-16%,i,29%,
Cc1ccc(/C=N\NC(=O)CCc2n[nH]c(=O)[nH]c2=O)o1,-15%,2%,0%,0.3%,-11%,
COc1ccc(NC(C)=O)cc1S(=O)(=O)NC1CCSc2ccccc21 (stereo not drawn),-4%,-9%,-2%,0.7%,-4%,
CCN1CCc2c(sc3c2c(NCc2ccco2)nc2nnnn23)C1,8%,-8%,-2%,2.5%,50%,
C=CCn1c(COc2ccc(F)cc2)nnc1SCC(=O)N1CC(=O)Nc2ccccc21,-1%,-4%,-6%,1.2%,12%,

# Compound activity as filed in PubChem.
